Screening data deposited in PubChem BioAssay by Sanford-Burnham Center for Chemical Genomics.
A3A deaminase = human APOBEC3A DNA deaminase inhibition; recombinant A3A, FAM/TAMRA ssDNA deamination fluorescence; 330,000 compounds, 0.41% hits; inhibition, % at 20 µM; AID 493011; P31941;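 active means at least 40% inhibition at 20 µM here, with at most 30% in a related deaminase screen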;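 further: plate controls were A3A with DMSO for no effect and wells lacking A3A enzyme for full effect; some results filed as inactive read as strong as hits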
Target sequence (P31941 whole entry, looked up): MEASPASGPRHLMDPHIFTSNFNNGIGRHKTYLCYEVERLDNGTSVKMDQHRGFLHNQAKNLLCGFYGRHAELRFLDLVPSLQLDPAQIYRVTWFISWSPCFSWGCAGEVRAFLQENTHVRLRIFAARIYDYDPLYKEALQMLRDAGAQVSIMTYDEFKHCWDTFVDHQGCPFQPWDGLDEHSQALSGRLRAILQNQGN
hIAP activ = human IAP activation; 330,000 compounds, 0.16% hits; AID 2524; activation factor at 10 µM; P09923; purified human IAP, CDP-Star luminescence, 30 min; stronger effect = higher value; 1 = vehicle-only enzyme, 0 = enzyme-free background;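 active means activation factor of the enzyme at least 2-fold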; further: the source names both 10 and 20 µM as test concentration; values of inactives mirror those of a sister screen read the other way
mIAP act = increases mouse intestinal alkaline phosphatase activity. AID 2805. activation factor at 10 µM. muIAP, CDP-Star luminescence, 30 min; stronger effect = higher value; 1 = vehicle-only enzyme signal, 0 = enzyme-free wells. 330,000 compounds, 0.24% hits;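 active means activation factor of at least 2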; further: the source names both 10 and 20 µM as test concentration; values of inactives mirror those of a sister screen read the other way
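Assay system: mouse IAP enzyme / Compound: DMSO-dissolved test compounds / Timing: 30 min, room temperature / Measured by: luminescence from enzymatic CDP-Star hydrolysis / Control set: DMSO-only wells, enzyme-free buffer wells as negative control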
HKDC1 inhibitor = blocks human hexokinase HKDC1 activity. inhibition, % at 20 µM. 340,000 compounds, 0.16% hits. recombinant HKDC1, G6PDH/diaphorase resazurin coupled fluorescence. AID 493160. Q2TB90;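 active means inhibition above about 35% when tested at 20 µM, limit read from the data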;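 further: plate controls were DMSO wells with enzyme for no effect and DMSO wells lacking enzyme for full effect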
Target sequence (Q2TB90 whole entry, looked up): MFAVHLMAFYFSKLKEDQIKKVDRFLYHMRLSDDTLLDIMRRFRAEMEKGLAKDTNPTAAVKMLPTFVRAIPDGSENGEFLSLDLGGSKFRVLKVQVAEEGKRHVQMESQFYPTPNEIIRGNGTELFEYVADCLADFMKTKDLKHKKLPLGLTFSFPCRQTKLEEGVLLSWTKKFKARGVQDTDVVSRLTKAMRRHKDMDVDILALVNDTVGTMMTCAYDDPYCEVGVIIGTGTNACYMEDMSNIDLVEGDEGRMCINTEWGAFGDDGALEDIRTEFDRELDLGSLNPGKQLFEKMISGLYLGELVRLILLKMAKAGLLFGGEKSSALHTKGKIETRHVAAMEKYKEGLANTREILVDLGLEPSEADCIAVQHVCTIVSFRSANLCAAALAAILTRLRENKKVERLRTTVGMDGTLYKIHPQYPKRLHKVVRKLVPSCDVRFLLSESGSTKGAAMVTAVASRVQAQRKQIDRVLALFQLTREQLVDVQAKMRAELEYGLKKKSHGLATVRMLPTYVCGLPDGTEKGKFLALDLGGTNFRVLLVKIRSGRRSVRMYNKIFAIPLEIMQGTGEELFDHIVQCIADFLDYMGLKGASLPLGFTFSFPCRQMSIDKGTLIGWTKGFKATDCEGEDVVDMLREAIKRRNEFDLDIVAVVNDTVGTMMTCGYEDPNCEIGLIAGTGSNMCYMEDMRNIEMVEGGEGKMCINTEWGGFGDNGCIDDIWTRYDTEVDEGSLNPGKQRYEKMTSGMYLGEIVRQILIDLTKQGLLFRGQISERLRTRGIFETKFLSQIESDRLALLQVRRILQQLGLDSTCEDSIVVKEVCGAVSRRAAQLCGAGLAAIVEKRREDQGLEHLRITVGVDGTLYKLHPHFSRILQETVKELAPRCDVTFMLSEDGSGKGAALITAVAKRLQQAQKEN
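Test system: Recombinant HKDC1 (HK5) hexokinase enzyme, produced in-house | Input: HKDC1 at 5 µg/mL | Buffer or medium: Tris pH 8.0 buffer with MgCl2, Tween-20, BSA, BME | Schedule: 90 min reaction incubation at room temperature, dark | Technique: Resazurin-to-resorufin fluorescence via G6PDH and diaphorase coupling, 525/613 nm | Controls: DMSO wells with and without enzyme mix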
ATG4B inhibitor = inhibitors of human ATG4B cysteine protease; AID 504462; Q9Y4P1; inhibition, % at 8.33 µM; ATG4B cleavage of LC3-PLA2, NBD-HPC fluorescence, 1 h; 340,000 compounds, 0.51% hits; in the data active means inhibition above about 40%
PfGluPho inh = PfG6PD (Plasmodium falciparum) enzyme inhibition. PfGluPho enzyme, NADPH resazurin-diaphorase fluorescence. AID 504690. 350,000 compounds, 0.78% hits. inhibition, % at 20 µM;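 active means inhibition reaching at least a set limit at 20 µM in the primary screen, cut at about 59% in these data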;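 further: 0% = DMSO wells with substrate and 100% = DMSO wells lacking glucose-6-phosphate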
hIAP block = blocks human intestinal alkaline phosphatase; purified IAP, CDP-Star luminescence, 30 min; inhibition, % at 10 µM; 330,000 compounds, 0.12% hits; AID 2544;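 active means inhibition reaching a set limit with compound at 10 µM in the primary screen, cut at about 35% in these data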;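 further: plate controls were DMSO wells with enzyme for no effect and no-enzyme buffer wells for full effect; values of inactives mirror those of a sister screen read the other way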
mIAP inh = blocks mouse intestinal alkaline phosphatase; purified mouse IAP, CDP-Star luminescence, 30 min; inhibition, % at 10 µM; 330,000 compounds, 0.2% hits;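 active means inhibition of at least 40% at 10 µM in the primary screen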;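 further: plate controls were DMSO with enzyme for no effect and no enzyme wells for full effect; values of inactives mirror those of a sister screen read the other way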
Numbers without * were called inactive; / = not tested or not shown. This is a random part of the collection (roughly 2.4% active in at least one column).

SMILES	A3A deaminase	hIAP activ	mIAP act	HKDC1 inhibitor	ATG4B inhibitor	PfGluPho inh	hIAP block	mIAP inh
CN(C(=O)c1ccc(NC(=O)C2CCCN(C(=O)OC(C)(C)C)C2)cc1)C1CCC1 (stereo not given)	-2	0.92	1.1	-6	-15	1	8	-9
Cc1ccc(C)c(S(=O)(=O)Nc2ccc(C(=O)NCCc3ccccn3)cc2)c1	5	1	1.1	-3	-6	-3	-2	-10
N/C(=N\OC(=O)c1cc(Cl)ccc1Cl)c1ccncc1	-3	0.88	0.87	-11	-6	11	12	13
CCCCCC(=O)N1CC2(CC(c3cccc(NC(=O)c4ccccc4)c3)=NO2)C[C@@H]1C(N)=O (stereo not given in full)	-4	1	1.1	4	-6	-9	-1	-15
COC(=O)CN(C#N)c1nc(OC)nc(N(C)C)n1	-1	0.99	0.81	-2	-2	-17	1	20
Cc1cc(C)c2c(n1)sc1c(O)cc(=O)[nH]c12	9	0.99	1	3	-7	-12	1	-1
CCOC(=O)C1CCCN(Cc2nc(N)nc(Nc3ccccc3)n2)C1 (stereo not given)	-3	1	1	-7	-2	-12	0	0
Cc1c(NC(=O)CC2NC(=O)NC2=O)c(=O)n(-c2ccccc2)n1C (stereo not given)	0	1.1	1	/	/	/	-14	-2
O=C(Cc1ccccc1)Nc1ccccc1Sc1ccccc1	-1	1.2	1	-7	10	2	-17	-3
Cc1cc(C)n(C(=O)CCCn2nc(C)c([N+](=O)[O-])c2C)n1	-1	1.2	0.9	1	-13	6	-24	10
O=C(CSc1nc(C2CC2)nc2ccccc12)N1CCCCC1	-4	1	1.1	0	-5	-5	-2	-7
COCCCN1CC(=O)N2Cc3[nH]c4ccccc4c3C[C@H]2C1=O	-1	1.1	0.96	-2	5	-9	-6	4
Cc1ccc(NC(=O)COC(=O)COc2cccc3c2OC(C)(C)C3)cc1S(=O)(=O)N1CCOCC1	-1	0.88	0.94	-2	-9	5	12	6
Cc1ccc(S(=O)(=O)Nc2ccc3cn[nH]c3c2)c(C)c1	-1	1.1	1.1	3	1	37	-12	-9
Cc1cc(C)c(NC(=O)CSc2cccc[n+]2[O-])c(C)c1	-5	0.9	1	-7	-13	18	10	0
O=C1CCc2ccccc2N1Cc1ccccc1	-3	1.1	0.9	1	8	-3	-7	10
CCNc1ccc2noc3c2c1C(=O)c1ccccc1-3	-157	0.99	0.85	14	-187	3	1	15
O=C(Nc1nc2cc3c(cc2s1)OCO3)c1cccc(N2C(=O)CCC2=O)c1	-2	1.1	1	-6	0	8	-6	-1
Cc1[nH]nc2c1C(c1ccc(-c3ccc(Cl)cc3)o1)C(C#N)=C(N)O2 (stereo not given)	2	0.73	0.92	-2	-6	5	27	8
COc1ccc(Br)cc1S(=O)(=O)N1CCOCC1	-2	1	1	4	-7	10	-4	-2
CN(C)/C=N/c1nccc(-c2cccs2)n1	2	1.1	0.99	-1	4	-13	-14	1
CCCOC(=S)NC(=O)c1sc2ccccc2c1Cl	1	1.2	0.94	5	4	23	-24	6
O=C(c1cccc(S(=O)(=O)N2CCOCC2)c1)N(CCO)Cc1ccccc1	3	1.1	1	0	6	3	-12	0
COc1ccc(C(=O)C2CCCN(Cc3c(F)ccc(F)c3F)C2)c(OC)c1 (stereo not given)	-1	0.96	0.95	-5	8	7	4	5

3 entries from above, as labelled records:
mol: COC(=O)CN(C#N)c1nc(OC)nc(N(C)C)n1
  A3A deaminase = -1	hIAP activ = 0.99	mIAP act = 0.81	HKDC1 inhibitor = -2	ATG4B inhibitor = -2	PfGluPho inh = -17	hIAP block = 1	mIAP inh = 20
mol: O=C(CSc1nc(C2CC2)nc2ccccc12)N1CCCCC1
  A3A deaminase = -4	hIAP activ = 1	mIAP act = 1.1	HKDC1 inhibitor = 0	ATG4B inhibitor = -5	PfGluPho inh = -5	hIAP block = -2	mIAP inh = -7
mol: Cc1ccc(S(=O)(=O)Nc2ccc3cn[nH]c3c2)c(C)c1
  A3A deaminase = -1	hIAP activ = 1.1	mIAP act = 1.1	HKDC1 inhibitor = 3	ATG4B inhibitor = 1	PfGluPho inh = 37	hIAP block = -12	mIAP inh = -9

Next part
SMILES	A3A deaminase	hIAP activ	mIAP act	HKDC1 inhibitor	ATG4B inhibitor	PfGluPho inh	hIAP block	mIAP inh
Nn1c(SCC(=O)N2CCOCC2)nnc1-c1ccc(Cl)cc1Cl	0	1	1.1	-1	-12	-3	-1	-10
CCOc1c(OC(C)=O)ccc(/C=C/c2ccc3cccc(OC(C)=O)c3n2)c1[N+](=O)[O-]	2	1.3	0.92	1	-3	-18	-28	8
COc1ccccc1-n1cc(C(=O)NCC(=O)N2CCN(c3ccccc3)CC2)c2ccccc2c1=O	0	0.94	0.92	13	8	8	6	8
Cc1ccc(F)cc1CNC(=O)C1CCC(=O)N(CCCN2CCCC2=O)C1 (stereo not given)	2	1	0.99	0	0	-3	-4	1
Cc1ccc(NC(=O)COC(=O)Cn2nc(-c3ccc(F)cc3)oc2=O)cc1C	1	1.1	1.1	-3	-10	13	-8	-8
O=C(/C=C/c1ccccc1)NC(NC(=S)Nc1cccc(O)c1)C(Cl)(Cl)Cl (stereo not given)	-8	0.98	0.97	0	11	7	2	3
O=C(Nc1cccnc1)c1sc(Nc2ccccc2)nc1-c1ccccc1	-2	0.94	0.94	15	-11	32	6	6
CC(C)=CCN1CCN(Cc2cnc(N3CCCC3)s2)CC1CCO (stereo not given)	5	1	0.98	-1	3	-3	-1	2
O=C(NCC(=O)N1CCN(c2ncccn2)CC1)c1ccc(F)cc1	3	1.1	1	-1	-5	2	-14	-2
CCOc1cc(/C=C(\C#N)C(=O)Nc2cccc(C(=O)O)c2)ccc1OCc1ccc(Br)cc1	-2	0.86	0.8	11	-6	-3	14	20
O=S(=O)(Nc1ccc2c(c1)OCCO2)c1cccc2cccnc12	-2	0.84	1	7	-1	-13	16	-1
Cc1ccc(CN(C)Cc2cc(=O)oc3cc(C)c(Cl)cc23)cc1	4	0.87	0.99	1	-4	4	13	1
C1=CCC(/C=N/n2cnnc2)CC1 (stereo not given)	-4	0.94	0.95	-8	1	-14	6	4
Cc1ccc(NC(=O)c2cnn(-c3ccccc3)c2C)cc1	-4	0.81	0.99	1	0	30	19	1
O=C(NCc1ccc(Cl)cc1)C1CCCO1 (stereo not given)	-2	1.1	0.94	-3	-11	-2	-8	6
Cc1ccc(CN2CCN(Cc3ccc(OCCO)cc3)CC2CCO)o1 (stereo not given)	-11	1.2	1.1	0	-4	-4	-19	-7
CN(CCc1ccccn1)C(=O)CCC1CCCN(C(=O)c2n[nH]c3c2CCCC3)C1 (stereo not given)	-3	1.1	0.97	-6	-8	12	-8	3
O=C(Nc1ccc2ccccc2c1)c1cnccn1	-4	0.97	1	2	1	-1	3	-1
CCOc1ccccc1NC(=O)c1cccc(NC(=O)C2CCCC2)c1	-3	1.2	1.1	-6	1	-2	-16	-7
N#CCSc1ncnc2ccccc12	0	1	1	-9	1	-5	-2	0
O=C(O)c1ccc(NC(=O)c2cc3ccccc3o2)cc1	-6	1.1	0.98	-7	1	1	-11	2
O=C(/C=C/c1ccco1)OCC(=O)N1CCCCC1	49*	1	0.96	-4	5	3	-2	4
Cc1cc(N(C)/N=C/c2ccccc2)nc(-c2ccccc2O)n1	3	1.1	0.88	-2	-5	7	-9	12
Cc1cc(NC(=O)CSCC(=O)N2CCN(c3cccc(C)c3C)CC2)no1	0	1	1	-6	-8	7	-4	0
Cc1cc(SCC(=O)NCCC2=CCCCC2)nc2ccccc12	-6	1.1	1	0	1	22	-7	-2
O=C(CCCC(=O)Nc1ccccc1Br)N/N=C/c1c(F)cccc1Cl	0	0.89	1	8	-3	49	11	-4
CN(Cc1ccccc1)C(=O)c1cccc(N2C(=O)NC3CC2(C)Oc2ccccc23)c1 (stereo not given)	0	0.89	0.94	3	-24	5	11	6
COc1ccc(C(=O)COc2ccccc2C(N)=O)cc1	0	1.1	1	3	-5	1	-8	-1
Cc1cc(NC(=O)CSCC(=O)OC(C)C(=O)c2cc(C)c(C)cc2C)no1 (stereo not given)	1	0.94	0.98	1	0	13	6	2
C/C(=N\Nc1ccc(Cl)c(C(=O)O)c1)c1ccc(Br)s1	7	1	0.94	0	18	4	-3	6
Nc1ncnc2c1ncn2[C@@H]1O[C@H](COP(=O)(O)O)[C@@H](O)[C@H]1O	-3	1.1	1	-4	7	-4	-5	-4
Cc1ccc(C2/C=C\CC(NC(=O)OCC3c4ccccc4-c4ccccc43)CC(=O)N2Cc2ccccc2)cc1 (stereo not given)	4	/	1.1	-2	19	13	/	-24
O=C(c1cccc(F)c1)N1CCN(Cc2ccc3c(c2)OCO3)CC1	-2	1	0.97	0	-11	-15	-1	2
Clc1ccccc1N/N=C/c1ccc2c(c1)OCO2	3	1.1	1.2	-10	2	17	-5	-22
CCOC(=O)c1cnc2c(Cl)cc(Cl)cc2c1NCCOCCO	-2	0.96	0.9	7	-6	23	4	10
COc1ccc(OC)c(CCNC(=O)CC2(CC3=NS(=O)(=O)c4ccccc4N3)CCCC2)c1	1	0.96	0.96	0	-3	-2	4	4
CC(=O)OC(C)(C)/C=C/C(=O)[C@](C)(O)C1[C@H](O)C[C@@]2(C)C3CC=C4C(C=C(O[C@@H]5O[C@H](CO)[C@@H](O)[C@H](O)[C@H]5O)C(=O)C4(C)C)[C@]3(C)C(=O)C[C@]12C (stereo not given in full)	-3	1.2	1.1	5	-2	-7	-20	-8
O=C(CSc1nnc(-c2ccc3c(c2)OCO3)n1-c1ccccc1)c1ccccc1	-1	0.89	1	-1	35	4	11	0
COc1ccccc1C(C#N)N1N=C(C)CC1c1ccccc1 (stereo not given)	-1	0.85	1	-6	6	-17	14	-4
O=C(NCC1CCCO1)c1ccc(COc2ccc(F)cc2)o1 (stereo not given)	0	1.1	1.1	-13	-7	-1	-7	-8
O=C(COC(=O)CSc1ccccc1)Nc1ccc(F)cc1F	-3	0.94	1.1	-4	-13	-7	6	-9
CC(=O)c1cccc(NC(=O)CN2CCN(S(=O)(=O)/C=C/c3ccccc3)CC2)c1	-5	1	0.94	5	-10	17	0	6
COc1ccc(Br)cc1C(=O)Nc1cccc(C)c1	3	0.78	0.96	-5	-9	18	22	4
Cc1[nH]n2c(=O)c(C#N)c(-c3ccccc3)nc2c1-c1ccccc1	4	1.1	1	3	-8	-53	-5	-5
Cc1ccccc1N=C1SCC(=O)N1Cc1ccccc1	-1	0.99	1	17	1	-4	1	0
Cc1ccc(S(=O)(=O)NC(CC(=O)NCC2CCCO2)c2ccco2)cc1 (stereo not given)	-7	0.61	1.1	-4	-12	-12	39*	-15
O=C(Nc1nc(-c2ccncc2)cs1)c1ccc(F)cc1	-6	1	1.1	-4	2	-19	-4	-11
Fc1cccc(/C=N/n2c(C3CCCCC3)n[nH]c2=S)c1	-5	0.89	0.98	-1	3	25	11	2
COc1cccc(CNC(=O)COC(=O)c2cc(Br)c(Br)s2)c1	-5	1.2	1	-2	8	4	-17	0
CCOC(=O)/C(C#N)=C/Nc1ccccc1NS(=O)(=O)c1cccc(C(C)=O)c1	-3	0.97	0.95	-2	-13	-9	2	5
C/C(=N\OCc1nc2ccccc2c(=O)n1/N=C/c1cc(C)cc([N+](=O)[O-])c1O)c1ccccc1	5	0.99	0.67	-7	1	-9	1	33
CCCN(c1ccc(C(=O)OC)cc1)S(=O)(=O)c1ccccc1	-1	0.86	0.9	-13	-7	7	14	10
